ARNT-TACC3 inh: disruptors of human ARNT/TACC3 interaction; Q9Y6A5; AlphaScreen His-ARNT PAS-B/GST-TACC3 binding, luminescence; TACC3 fragment carries E629A point mutation; inhibition, % at 9.99 µM; 0.66% of 390,000 active; AID 623870;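 active = mean inhibition of replicates at least 50% and at least half of replicates each reaching 50%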;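 note: 0% = complete ARNT plus TACC3 wells and 100% = ARNT alone without TACC3; many hits fall short of the cut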
PAX8 inh HTS: PAX8 transcriptional activity inhibition. RMG-I TPO-luciferase reporter, SteadyGlo, 24 h. 1.2% of 360,000 active. AID 652154. inhibition, % at 12.6 µM;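 active = mean replicate inhibition at least 60% with every replicate also reaching 60%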;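 note: luciferase light reporting Pax8 driven TPO promoter activity; plate controls were median of neutral control wells for no effect and mitoxantrone controls for full effect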
* marks the source's active call; other numbers are inactive results. Only part of the results is shown; rates above refer to the full screens.

mol,ARNT-TACC3 inh,PAX8 inh HTS
O=C(c1ccccc1)c1c[nH]c2cc3c(cc2c1=O)OCCO3,-29,-102
COc1ccc2[nH]c3nc(SCC(=O)NNC(=O)c4ccc(OC)c(OC)c4)nnc3c2c1,0,-14
COc1ccc(S(=O)(=O)NC2CCCC2)cc1Br,-7,4
CSc1nnc([C@@H](NC(=O)OC(C)(C)C)C(C)C)o1,-4,3
Cc1cc(C(=O)CSc2nc3ccccc3c(=O)n2C)c(C)n1Cc1ccc2c(c1)OCO2,-2,27
FC(F)(F)c1cc(-c2ccc(Cl)cc2)nc2ncnn12,-3,15
CCOC(=O)N1CCN(c2ncnc3c2[nH]c2ccc(OC)cc23)CC1,-5,13
CCNc1nc(Oc2ccc(C(=O)OCC)cc2)nc(SC)n1,-2,11
Cc1cccc(NC(=O)CSc2nnc(Cn3nnc(-c4ccccc4)n3)n2-c2ccccc2)c1,-4,-2
COc1cccc(NC(=O)C2C3C=CC(O3)C2C(=O)NCc2cccnc2)c1 (stereo not drawn),-6,10
COC(=O)c1ccc(NC(=O)C2CCCO2)cc1 (stereo not drawn),-5,-35
CCc1nnc(NC(=O)C(C)C)s1,-7,6

Individual results from the list.
For ARNT-TACC3 inh, FC(F)(F)c1cc(-c2ccc(Cl)cc2)nc2ncnn12 is entered as -3
For ARNT-TACC3 inh, COC(=O)c1ccc(NC(=O)C2CCCO2)cc1 (stereo not drawn) is entered as -5
For ARNT-TACC3 inh, Cc1cccc(NC(=O)CSc2nnc(Cn3nnc(-c4ccccc4)n3)n2-c2ccccc2)c1 is entered as -4

More entries follow.
mol,ARNT-TACC3 inh,PAX8 inh HTS
CC(=O)c1c(C)[nH]c(C(=O)NCCN2CCC(C)CC2)c1C,-3,-1
Cc1cc2ccccc2c(=O)n1CC(=O)NCc1ccco1,-4,0
COc1ccc(N2C(=O)c3ccc(C(=O)OC(C)C)cc3C2=O)cc1,-6,18
Nc1nc(SCC(=O)Nc2ccccc2Sc2ccc(Cl)cc2)n[nH]1,-3,-8
Cn1c(C(=O)NCCN2CCc3ccccc3C2)cc2c(=O)[nH]c3ccccc3c21,3,4
CCOC(=O)CN(C(=O)CSc1nnc(-c2cccc(OC)c2)o1)c1ccc(F)cc1,-4,-9
Cc1ccc(CNC(=O)c2ccc(CN3CCOCC3)cc2)cc1,-3,-18
COc1ccc(S(=O)(=O)Nc2cc3c(C(C)=O)c(C)oc3c3ccccc23)cc1,-4,41
Cc1ccc(C2C(C#N)=C(N)Oc3n[nH]c(C)c32)cc1 (stereo not drawn),13,12
Cc1ccc(CNC(=O)CS(=O)(=O)CC(=O)O)cc1,-3,-2
Cc1nc(SCn2nnc3ccccc3c2=O)nc(C)c1C,-2,-10
COC(=O)C1=C(N)Oc2cc(C)n(CCN3CCOCC3)c(=O)c2C1c1cccnc1 (stereo not drawn),-3,2
CCOc1ccccc1NC(=O)CN(c1nccs1)S(=O)(=O)c1ccc(N)cc1,6,16
S=C1NCCOCCOCCOCCOCCNC(=S)NCCOCCOCCOCCOCCN1,-2,-3
Cc1cc(N2C(=O)C(=O)/C(=C(/O)c3ccc(F)cc3)C2c2ccc(Cl)cc2)no1 (stereo not drawn),-1,24
Cc1cc(N2C(=O)CC(Cc3ccc(Cl)cc3)C2=O)no1 (stereo not drawn),-4,10
O=C(CCSc1nnc2scc(-c3ccccc3)n12)NCc1ccc2c(c1)OCO2,-1,0
Cc1nn(C)c(C)c1NC(=O)CSc1nc(C2CC2)nc2c1cnn2-c1ccccc1,-9,5
COc1ccc(C2C(C(=O)Nc3cccnc3)=C(C)Nc3nc(-c4cccs4)nn32)cc1 (stereo not drawn),-2,21
Cn1c(SCC(=O)NCc2ccco2)nc2ccccc2c1=O,-7,11
O=C1c2ccccc2-c2cccc(NS(=O)(=O)c3ccc(C(F)(F)F)cc3)c21,-6,7
COc1ccc(Cl)cc1NC(=O)CN1CCC(n2nnc3ccccc32)CC1,1,15
CCN(Cc1ccccc1)C(=O)Cn1c(=O)n(CC(=O)NCc2ccco2)c(=O)c2sccc21,-5,4
CC(C)CN(CC(C)C)C(=O)C12CCC(C)(C(=O)O1)C2(C)C (stereo not drawn),-1,-17
COC(=O)CSc1ncnc2c1sc1nc(N3CCOCC3)c3c(c12)CCCC3,2,28
COc1ccc(CC(=O)Nc2ccc(S(=O)(=O)Nc3cc(C)on3)cc2)cc1,8,9
O=c1oc2ccccc2cc1-c1nnc(NCc2ccco2)s1,-7,-152
CCc1nnc(NC(=O)CSc2nnc(COc3ccc(C)cc3)n2-c2ccccc2)s1,-6,13
N#CC1=C(N)NC(SCc2ccccc2)=C(C#N)C12CCCCC2,0,42
Cc1c(C(N)=O)c(N)c(C(=O)c2ccccc2)n1-c1ccccc1,0,-3
CC(OC(=O)c1cccc(NS(C)(=O)=O)c1)C(=O)Nc1ccc(N2CCOCC2)cc1 (stereo not drawn),-13,-6
Cc1cccc(C)c1NC(=O)CCN1C(=O)C2C3CCC(C3)C2C1=O (stereo not drawn),-2,28
COc1ccc(CCNS(=O)(=O)c2ccc3c(c2)OCCO3)cc1OC,-3,3
CCCCNS(=O)(=O)c1ccc(OC)c2ncccc12,-1,-8
CC(=O)c1c(C)n([O-])c2ccccc2[n+]1=O,-10,12
Nc1nc(CN2CCN(c3ccccn3)CC2)nc(Nc2ccc(Cl)cc2)n1,8,23
Cc1ccc(SC(C)C(=O)Nc2cccnc2)cc1 (stereo not drawn),-5,1
O=C(NCN1CCN(CCO)CC1)c1cnccn1,-5,9
Clc1ccc(CSc2snnc2-c2ccccc2)c(Cl)c1,-2,-132
N#CCSc1nc2ccccc2c(=O)n1-c1ccccc1,6,-20
CCCCn1c(-c2ccoc2C)n[nH]c1=S,4,-5
O=C(NC(NC(=S)Nc1ccccc1C(=O)O)C(Cl)(Cl)Cl)c1cccc([N+](=O)[O-])c1 (stereo not drawn),18,-2
Cc1cc(=O)n2[nH]c(N3C(=O)CCC3=O)nc2n1,-6,0
NC(=O)C1CCN(CC(=O)N2c3ccccc3CCc3ccccc32)CC1,-1,8
O=C(O)c1ccc(OCC(O)Cn2cnc3ccccc32)cc1 (stereo not drawn),-3,-7
CCOc1ccccc1COC(=O)c1cccc(-n2cnnn2)c1,-2,-24
O=C(O)CCCC(=O)NCCc1cccc(Cl)c1,-6,28
CN(C)c1nc(OCCNC(=O)COc2ccc(Cl)cc2Cl)nc(N(C)C)n1,-6,12
CC(=O)c1[nH]c(C)c(C(C)=O)c1C,-2,4
COc1ccccc1-c1nnc(SCC(=O)Nc2c(Cl)cccc2Cl)o1,0,13
Cc1cccc(NC(=O)C2CCCN2C(=O)OCC(C)C)c1 (stereo not drawn),-1,8
COc1cc(C(=O)NC2CC3CCCC(C2)N3CC(=O)Nc2ccccc2)cc(OC)c1OC (stereo not drawn),-4,2
COc1ccc(S(=O)(=O)Nc2ccccc2C)cc1,4,32
CC12CC(c3ccccc3O1)N(C(=O)c1ccc(Br)o1)C(=O)N2c1ccccc1 (stereo not drawn),-1,13
Nc1c(C(=O)NCCc2ccccc2)nnn1Cc1ccc(Cl)cc1,-7,12
Cc1ccccc1-c1ccc(=O)n(CC(=O)Nc2ccc(C(=O)N3CCCC3)cc2)n1,-11,8
CCOC(=O)c1cccc(NC(=O)CCn2nnc3ccccc32)c1,-56,-4
Cn1cnc2c1c(=O)n(Cc1cccc(Br)c1)c(=O)n2C,-4,20
CC(=O)NC1(c2ccccc2)CCN(C(=O)N2CCOCC2)CC1,-2,-17
Cc1csc(SC(C)C(=O)Nc2ccc(S(=O)(=O)N3CCCC3)cc2)n1 (stereo not drawn),-5,10

Continuation.
mol,ARNT-TACC3 inh,PAX8 inh HTS
CC1CCC(C(C)C)C(OC(=O)COC(=O)c2ccc(=O)[nH]c2)C1 (stereo not drawn),-18,-10
Cc1c(Cl)cnc(NC(=O)COC(=O)C(NC(=O)c2ccco2)C(C)C)c1Cl (stereo not drawn),-6,-11
COc1ccc(C(OC(=O)c2ccco2)C(=O)NCC2CCCO2)cc1 (stereo not drawn),-8,6
Cc1ccc2nc(-c3ccccc3)cc(C(=O)O)c2c1,-7,-1
CC(=O)N1N=C(c2cccc([N+](=O)[O-])c2)OC1c1ccc(Cl)cc1Cl (stereo not drawn),6,-6
Cc1ccc(NC(=O)c2ccccc2F)nc1,3,-165
Cc1nc2ccc(C(C(F)(F)F)(C(F)(F)F)C(F)(F)F)cc2[nH]1,-8,3
CCOC(=O)c1[nH]c2ccccc2c1CCCN1C(=O)c2ccccc2C1=O,-4,15
O=C(O)c1nc(N2CCCCC2)ncc1Cl,-3,-14
COCc1nc2ccccc2n1Cc1cccc(C)c1,2,-8
CCC(=O)Nc1cc(C(C)C)c(O)cc1C,-25,12
O=C(CS(=O)(=O)Cc1ccccc1)N1CCN(Cc2ccc3c(c2)OCO3)CC1,-3,10
CCOC(=O)C1C(c2ccc(O)c(OCC)c2)NC(=S)NC1(O)C(F)(F)F (stereo not drawn),42,-11
CNC(=O)c1cccc(N2CCCC2=O)c1,-4,-4
CCOC(=O)C1C(=O)CC(C)(O)C(C(=O)OCC)C1c1ccc2c(c1)OCO2 (stereo not drawn),0,3
CCCCn1c(SCC(=O)Nc2nccs2)nc2ccccc2c1=O,-8,6
COc1cc2c3c(c1)/C(=C1/SC(NC(C)=O)=NC1=O)C(=O)N3C(C)(C)C=C2C,5,3
O=C(COc1ccccc1)Nc1ccc(Cl)c(-c2nc3ncccc3o2)c1,-8,-5
CC[C@H](C)[C@H](NC(=O)c1ccc(Cl)cc1)C(=O)OCC(=O)c1ccc2c(c1)NC(=O)CO2,2,-9
Cc1csc(N/N=C/c2ccc(O)c([N+](=O)[O-])c2)n1,-3,-13
O=c1cc(-c2ccccc2)n(S(=O)(=O)c2ccccc2)o1,-12,-26
COc1ccc(C(=O)COC(=O)[C@H](C)Nc2ccc(C(F)(F)F)cc2[N+](=O)[O-])cc1,1,2
COc1ccc(CCNC(=O)C2CCN(S(=O)(=O)c3c(C)noc3C)CC2)cc1OC,-6,23
Clc1ccc(OCc2nn3c(C4CCCCC4)nnc3s2)c(Cl)c1,0,14

No new results follow: an excerpt of the list.
mol,ARNT-TACC3 inh,PAX8 inh HTS
CNC(=O)c1cccc(N2CCCC2=O)c1,-4,-4
CCOC(=O)C1C(=O)CC(C)(O)C(C(=O)OCC)C1c1ccc2c(c1)OCO2 (stereo not drawn),0,3
CCCCn1c(SCC(=O)Nc2nccs2)nc2ccccc2c1=O,-8,6

Continuation:
mol,ARNT-TACC3 inh,PAX8 inh HTS
O=C(C1CCCN1S(=O)(=O)c1ccc(Cl)cc1)N1CCOCC1 (stereo not drawn),-7,3
COc1ccccc1OCC(=O)Nc1ccc(Cl)cc1,15,-42
CC(=O)OCc1cc2cccc(C)c2[nH]c1=O,-11,-24
CC1CN(c2nc(-c3ccc(Br)cc3)nnc2-c2ccccc2)CC(C)N1 (stereo not drawn),2,6
CC(c1ccccc1)N1C(=O)NC(NC(=O)c2cccnc2)(C(F)(F)F)C1=O (stereo not drawn),4,-10
CCOC(=O)Nc1ccc(S(=O)(=O)Nc2cc(C)on2)cc1,-6,7
CCOc1cc(C(=S)N2CCN(C)CC2)ccc1OCC(=O)N1CCOCC1,-5,3
Cc1ccc(NC2=CC(=O)CCC2)cc1C,-2,-7
COc1ccc(-c2nc3oc4cc(OC)ccc4c(=O)c3c(=O)n2Cc2ccco2)cc1,-12,18
O=C(Cc1cccs1)Nc1cccc(-c2nc3ccccc3o2)c1,-2,-9
CCC(=O)Nc1ccc(-c2nn3c(C)nnc3s2)cc1C,11,-27
COc1ccc(C2C(C(=O)O)c3ccccc3C(=O)N2C)cc1Br (stereo not drawn),3,-1
Cc1nn(-c2ccccc2)c2[nH]c(C(F)(F)F)cc(=O)c12,-2,5
O=C(NC(Nc1ncc(S(=O)(=O)c2ccc([N+](=O)[O-])cc2)s1)(C(F)(F)F)C(F)(F)F)c1ccc(Cl)cc1,7,76*
CC(c1ccccc1)C1CC(=O)N(Cc2ccco2)C1=O (stereo not drawn),2,-4
COc1ccc(NC(=O)C2CCN(C(=O)c3cccs3)CC2)cc1OC,1,5
O=C1c2ccccc2NC(c2ccc(O)cc2)N1Cc1ccco1 (stereo not drawn),16,3
CCn1ncc(Br)c1C(=O)NC(C)c1ccccc1 (stereo not drawn),-4,-6
CCOC(=O)N1CCN(C(=O)CN(c2ccc(OCC)cc2)S(C)(=O)=O)CC1,-1,0
CCOC(=O)N/C(N)=N/c1nc2ccccc2s1,9,-134
CCOC(=O)N1CCN(C(=O)CCCn2c(=O)[nH]c3ccccc3c2=O)CC1,-6,-13
Cc1ccc2c(c1)cc(CN(Cc1ccc3c(c1)OCO3)S(=O)(=O)c1ccccc1)c1nnnn12,-14,-4
O=c1n(-c2ccccc2)c(=O)n2n1CCC2,0,-14
CC(C)C(C)(C#N)NC(=O)CSc1nc2scc(-c3ccco3)c2c(=O)n1-c1ccccc1 (stereo not drawn),-2,-22
O=c1[nH]c2ccc(S(=O)(=O)N3CCN(c4ccccc4F)CC3)cc2s1,1,8
CC(CCc1ccccc1)NC(=O)c1ccncc1 (stereo not drawn),1,-7
COC(=O)Cc1cc(=O)n2[nH]c(C)cc2n1,1,0
CCc1ccc(C(=O)COC(=O)c2cccs2)cc1,-9,-199
CCOc1cc(C2C(C#N)=C(N)Oc3n[nH]c(-c4ccccc4)c32)ccc1O (stereo not drawn),10,5

Screening results: PubChem, Broad Institute
